# PLK1 PBD inh: PLK1 (human) polo-box domain binding inhibition. P53350. Plk1 PBD binding of FITC phosphopeptide, fluorescence polarization. Potency, µM, without a hit: max response, negative = inhibition, usual class: inhibitors. hit rate 2.8% among 360,000; note: potency is the fitted concentration of half-maximal effect; series mostly up to about 57 µM; % is set by controls: 0 for no effect and ±100 for the full control effect; nearly all actives have a fitted effect of over 65% in size
# Target sequence (P53350 whole entry, looked up, the tested form may be a part): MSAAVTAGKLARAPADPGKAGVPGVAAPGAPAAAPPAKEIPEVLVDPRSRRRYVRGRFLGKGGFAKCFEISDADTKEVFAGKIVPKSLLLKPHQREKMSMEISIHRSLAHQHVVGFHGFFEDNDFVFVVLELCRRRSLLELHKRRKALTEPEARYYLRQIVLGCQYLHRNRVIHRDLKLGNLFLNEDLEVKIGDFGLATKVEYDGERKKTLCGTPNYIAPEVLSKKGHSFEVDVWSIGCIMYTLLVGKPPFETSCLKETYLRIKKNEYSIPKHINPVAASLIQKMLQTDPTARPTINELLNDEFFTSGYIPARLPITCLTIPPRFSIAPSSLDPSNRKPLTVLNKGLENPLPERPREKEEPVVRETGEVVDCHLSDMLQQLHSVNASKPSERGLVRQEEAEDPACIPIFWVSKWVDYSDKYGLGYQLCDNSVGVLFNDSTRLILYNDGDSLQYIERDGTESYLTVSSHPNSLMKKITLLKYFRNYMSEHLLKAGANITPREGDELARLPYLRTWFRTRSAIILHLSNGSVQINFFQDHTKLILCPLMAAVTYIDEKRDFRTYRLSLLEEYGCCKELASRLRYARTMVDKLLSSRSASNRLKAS
# Abeta rescue: restores growth of yeast expressing A-beta42 peptide; hit rate 0.063% among 410,000; yeast expressing A-beta42, growth rescue, OD600, 48 h; response scale: 0% DMSO, 100% iron-clioquinol control; Potency, µM (series often up to 46.1 µM), for inactives: top-dose growth rescue, usual class: activators; note: potency is the fitted concentration of half-maximal effect; nearly all actives have a fitted effect of over 55% in size
#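 Yeast growth medium received pinned compounds, then yeast cells expressing toxic A-beta were added; plates incubated at 30 C for 48 hr. Growth read as absorbance at 600 nm, normalized to DMSO and equimolar FeCl3 plus clioquinol controls.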
# WRN helicase inh: inhibitors of human WRN helicase; WRN helicase unwinding, fluorescent forked duplex, kinetic; hit rate 0.46% among 360,000; Potency, µM (highest dose often 114 µM), for inactives: at the highest dose activity change, negative = inhibition, hits mostly inhibitors; Q14191; note: potency is the fitted concentration of half-maximal effect; % is set by controls: 0 for no effect and ±100 for the full control effect; nearly all actives have a fitted effect of over 55% in size
#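 Kinetic red-fluorescence monitoring (525/598 nm) tracks WRN helicase activity after 100 nM fluorophore-quencher forked duplex and 2 mM ATP are added to 20 nM enzyme pretreated 15 min at room temperature with compound.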
# PI5P4K alpha inh: blocks human PI5P4K alpha kinase activity | PI5P4Kalpha enzyme, ADP-Glo luminescence, 60 min; active compounds read low | max response, % | P48426 | hit rate 1.2% among 330,000 | AID 652105; active = max response of -50% or lower; inconclusive = between -30% and -50%; inactive = -30% or higher; note: value at the top dose of about 77 µM; % is set by controls: 0 for no effect and ±100 for the full control effect
# Target sequence (P48426 whole entry, looked up): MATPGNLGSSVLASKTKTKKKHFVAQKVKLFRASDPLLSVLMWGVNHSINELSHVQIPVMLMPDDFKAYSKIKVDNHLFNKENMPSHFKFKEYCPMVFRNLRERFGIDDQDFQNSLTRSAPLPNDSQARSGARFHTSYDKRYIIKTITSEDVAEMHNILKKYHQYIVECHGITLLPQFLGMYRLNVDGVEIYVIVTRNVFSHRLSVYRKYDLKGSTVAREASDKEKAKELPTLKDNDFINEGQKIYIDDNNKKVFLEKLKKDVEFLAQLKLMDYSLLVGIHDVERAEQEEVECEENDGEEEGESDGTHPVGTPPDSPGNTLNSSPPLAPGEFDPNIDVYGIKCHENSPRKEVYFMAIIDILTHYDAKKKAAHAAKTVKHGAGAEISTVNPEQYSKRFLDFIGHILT
#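 Quantitative HTS of the MLSMR library against PI5P4Kalpha with substrate. ATP added last at 5 microM final; room temperature, 60 minutes. Remaining ATP depleted, ADP converted and read as luminescence.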
# FUS suppressor: rescues growth of FUS-expressing yeast; hit rate 0.24% among 390,000; Potency, µM (titrated, usually from 76.6 µM), without a hit: top-dose growth rescue (activation), actives largely listed as activators; AID 1347120; S. cerevisiae FUS-expressing, growth rescue, OD600, 24 h;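 note: potency is the fitted concentration of half-maximal effect; plate controls were DMSO vehicle for no effect and reference control for full effect; nearly all actives have a fitted effect of over 55% in size; some results filed as inactive show a strong effect at the top dose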
#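 Quantitative HTS measuring growth restoration of FUS-toxic yeast. Galactose-induced cells (OD 0.005) were exposed 24hr at 30C to compounds at several concentrations, then absorbance at 600 nm was recorded.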
# EPAC1 agonist: activates human EPAC1 exchange factor; O95398; EPAC1 agonist qHTS, biochemical assay; response scale: 100% = response to 6.5 mM cAMP; hit rate 0.073% among 360,000; Potency, µM (titrated, usually from 154 µM), without a hit: top-dose activation, actives largely listed as activators; note: potency is the fitted concentration of half-maximal effect; nearly all actives have a fitted effect of over 60% in size
#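 Read-out is the fluorescence drop as BODIPY-GDP leaves Rap1B (480 nm excitation, 540 nm emission), recorded every 5 minutes over 30 minutes. Reactions held 100 nM EPAC1, 250 nM Rap1B–BODIPY-GDP and 50 uM GDP, with 6.5 mM cAMP setting full activation.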
# IL-2 act: IL-2 activation; IL-2 activation reporter assay, cell-based qHTS; stimulated with anti-CD3/CD4/CD28 beads; in transgenic mouse T cells; activation, % (series mostly up to about 46 µM); hit rate 0.065% among 360,000; AID 652025; in the data active = activation above about 50%; inconclusive = mostly about 30% to 49%; note: 0% is about no effect
#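 First, unstimulated transgenic mouse T cells were exposed to compound for 60 min. Next, anti-CD3/anti-CD4-coated beads with anti-CD28 were added. Finally, after 18 h at 37 degrees C, EGFP and DsRed were imaged.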
# EPAC1 antagonist: EPAC1 (human) antagonism; Potency, µM (highest dose often 115 µM), for inactives: top-dose activity change, negative = inhibition, actives largely listed as inhibitors; AID 720709; hit rate 0.14% among 360,000; EPAC1 GEF assay, Rap1b-BODIPY-GDP exchange fluorescence; O95398;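 note: potency is the fitted concentration of half-maximal effect; plate controls were vehicle for no effect and positive control for full effect; nearly all actives have a fitted effect of over 50% in size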
# Numbers without * were called inactive; ? = inconclusive; / = not tested or not shown; & = joins results of further samples. Unless noted, calls come from the whole dose curve; as a rule, active = well fitted curve in the direction sought with a large enough effect; inconclusive = small, poorly fitted or top-dose-only effect, or another doubt; inactive = no such curve, though single readings can be large; an effect the other way counts as inactive or inconclusive.
SMILES,PLK1 PBD inh,Abeta rescue,WRN helicase inh,PI5P4K alpha inh,FUS suppressor,EPAC1 agonist,IL-2 act,EPAC1 antagonist
CSc1nnc(-c2ccc(Cl)cc2Cl)o1,-5%,16%,8%,-1,-14%,-2%,0.0,6%
CCNC(=O)CN1C(=O)NC2(CCCCCC2)C1=O,-8%,6%,1%,-5,12%,-14%,-2.3,-21%
CCc1ccc(-n2c(Cn3nc(C(F)(F)F)cc3C)n[nH]c2=S)cc1,-9%,-16%,6%,/,26%,-6%,-2.6,-3%
N#CCC(=O)NC1CCC(CC2CCC(NC(=O)CC#N)CC2)CC1 (stereo not drawn),-3%,-4%,-31%,3,/,7%,2.7,-1%
O=C(Nc1ccccc1Br)c1c(F)cccc1Cl,-5%,0%,-2%,-1,-24%,-1%,-0.6,-25%
Cc1ccc(NC(=O)CCOc2ccccc2)c(C)c1,0%,-1%,8%,0,-22%,-2%,-1.6,8%
O=C(c1cccs1)N1CCc2ccccc2C1,-3%,-15%,0%,-4,1%,0%,0.1,-5%
COc1ccc(CSCC(=O)Nc2ccccc2)cc1[N+](=O)[O-],-9%,3%,16%,0,11%,-5%,1.5,3%
Cc1cccc(-n2cnc3c(c2=O)c2nc4ccccc4nc2n3Cc2ccco2)c1,-15%,-12%,-21%,-27,15%,-5%,0.4,-3%
COc1cc(/C=N\NC(=O)c2ccc(-c3ccccc3)cc2)ccc1OCC(N)=O,0%,-6%,1%,1,26%,-1%,-0.9,-1%
CCN(CC)C(=O)Sc1cccc2cccnc12,-12%,4%,0%,/,-9%,9%,-0.6,-4%
COc1ccccc1NC(=O)C1=C(C)Nc2nc(-c3ccccc3)nn2C1c1ccccn1 (stereo not drawn),-1%,14%,-7%,/,30%,10%,-3.7,-2%

# Compound profiles (already shown). Order of values: PLK1 PBD inh, Abeta rescue, WRN helicase inh, PI5P4K alpha inh, FUS suppressor, EPAC1 agonist, IL-2 act, EPAC1 antagonist
# O=C(Nc1ccccc1Br)c1c(F)cccc1Cl is listed with -5%, 0%, -2%, -1, -24%, -1%, -0.6, -25%
# Cc1cccc(-n2cnc3c(c2=O)c2nc4ccccc4nc2n3Cc2ccco2)c1 is listed with -15%, -12%, -21%, -27, 15%, -5%, 0.4, -3%

# Remaining list, next part
SMILES,PLK1 PBD inh,Abeta rescue,WRN helicase inh,PI5P4K alpha inh,FUS suppressor,EPAC1 agonist,IL-2 act,EPAC1 antagonist
COc1cc(/C=N/NC(=O)c2ccccc2O)ccc1OCC(=O)Nc1ccccc1,?,9%,?,-3,16%,3%,-2.9,?
Cc1c(C#N)c(=O)oc2ccc3ccccc3c12,0%,6%,-4%,1,-10%,0%,2.0,-25%
COc1ccc(OC)c(/C=N/NC(=O)Cc2nc3ccccc3[nH]2)c1,-4%,9%,-22%,5,36%,19%,0.5,-8%
CN(C(=O)c1c[nH]c(=O)cc1C(F)(F)F)c1ccc(Cl)cc1,-2%,3%,1%,8,-9%,16%,-0.2,7%
CC(C)Cc1cc(C(=O)NCCN2CCOCC2)no1,-2%,-1%,0%,-15,-7%,-12%,-1.3,-3%
C=CCN1C(=O)c2ccc(C(=O)OCC(=O)Nc3ccc(S(N)(=O)=O)cc3)cc2C1=O,-5%,-9%,-4%,-3,48%,8%,2.1,-20%
Cc1ccc(C(=O)N2CCCC(Nc3ccc(F)c(F)c3)C2)cn1 (stereo not drawn),-13%,7%,6%,2,20%,3%,-1.8,4%
COc1cccc(C2c3[nH]c4ccccc4c3CCN2CCCn2cccn2)c1 (stereo not drawn),3%,-11%,-3%,3,4%,3%,-0.5,-3%
CCn1c(SCC(=O)Nc2ccc(C)cc2)nnc1-c1ccccn1,-6%,-17%,6%,-1,11%,4%,0.5,-18%
Cc1cc(Br)cc(Br)c1OCC(=O)NNC(=O)Nc1ccccc1,-6%,-9%,15%,-9,9%,-8%,-2.9,4%
Cc1onc(NC(=O)c2ccc(Cl)cc2Cl)c1Br,-6%,-2%,-6%,0,-2%,-9%,-0.6,6%
COc1ccc(CC(=O)N2CCN=C2SC)cc1,?,0%,3%,6,-21%,13%,1.0,-24%
O=C(Nc1ccccc1)N1CCCc2ccccc21,-6%,25%,-5%,5,-25%,1%,0.6,5%
O=C1CC(NS(=O)(=O)c2ccc([N+](=O)[O-])cc2)CN1c1ccc2c(c1)OCCO2 (stereo not drawn),0%,?,-2%,-1,-8%,2%,-1.6,-20%
CCOc1ccc2nc(SCC)[nH]c2c1,-15%,7%,-7%,10,15%,0%,-1.1,-16%
Oc1ccc(/C(Cc2ccc3ccccc3n2)=N\Nc2ccccc2)c(O)c1,-25%,-22%,0%,-19,?,17%,-5.2,-27%
COc1cc2[nH]c(=O)n(CCCC(=O)N3CC=C(c4ccccc4)CC3)c(=O)c2cc1OC,-14%,4%,-15%,1,16%,7%,-1.0,1%
CCN(CC)S(=O)(=O)c1ccc2oc(Nc3ccc4c(c3)OCCO4)nc2c1,-22%,0%,6%,-9,17%,-17%,-1.1,10%
O=C(NCCCO)/C(=C\c1ccco1)NC(=O)c1ccc(Br)o1,-3%,-4%,7%,4,19%,-5%,-3.6,2%
Cc1oc(C)c(C(=O)O)c1C(=O)O,-4%,8%,-4%,-2,5%,16%,-3.1,-8%
COC(=O)C1=C(CS(=O)(=O)c2cc(OC)ccc2OC)NC(=O)NC1c1ccc(O)c(OC)c1 (stereo not drawn),-6%,-3%,-5%,-7,12%,12%,-1.8,6%
CCCn1c(NC(=O)CSCC(=O)Nc2cc(C)on2)nc2ccccc21,-7%,-1%,-3%,-13,11%,14%,-1.2,-11%
O=C(NCCc1ccccc1F)C1CCC(=O)N(Cc2ccc(Cl)cc2)C1 (stereo not drawn),-12%,4%,-3%,1,10%,-5%,-1.3,7%
COc1ccc(C(O)c2nc3ccccc3n2C)cc1OC (stereo not drawn),0%,14%,10%,/,-18%,0%,-2.6,9%
Cc1ccc(C)c(N/C=C(\C#N)c2nc3ccccc3o2)c1,-11%,-6%,-16%,1,/,7%,-3.0,-16%
COc1cc2c(c(OC)c1)C(c1ccncc1)CC(=O)N2 (stereo not drawn),1%,3%,-3%,10,-23%,16%,0.3,-22%
CN1CCN(C2=Cc3ccccc3Sc3cc(F)c(F)cc32)CC1,-9%,-15%,2%,1,-1%,7%,-4.9,-3%
NC(=O)CSc1nnc(-c2ccccc2F)n1C1CC1,1%,-7%,-6%,-3,-11%,-6%,0.8,-3%
O=C(O)c1ccc(NS(=O)(=O)c2cccc(C(=O)Nc3ccc([N+](=O)[O-])cc3)c2)cc1,-5%,-14%,-3%,-7,-7%,-8%,0.2,-2%
c1ccc(CSc2nncn2-c2ccccn2)cc1,-2%,17%,-1%,0,16%,7%,-0.2,-9%
COc1ccc(Nc2nnc(SCC(=O)/C=C3/N(C)c4ccccc4C3(C)C)s2)cc1,0%,23%,-13%,3,/,-6%,-0.9,-17%
COc1ccc(Cl)cc1NC(=S)NNC(=O)c1cccnc1,-17%,-4%,-3%,-12,13%,-6%,1.2,-4%
CCNC(=O)C1(C)CCN(C(=O)c2ccc3c(c2)OCO3)C1 (stereo not drawn),6%,-15%,0%,2,-23%,-1%,-0.3,-2%
COc1cccc(-c2nc(CS(=O)(=O)CC(=O)N3CCOCC3)c(C)o2)c1,-8%,-12%,17%,1,19%,2%,-2.6,-24%
COc1ccc(/C=N/NC(=O)c2ccc(Cn3cc([N+](=O)[O-])cn3)o2)c(OC)c1C,1%,-6%,-10%,-3,/,-5%,-3.0,-7%
CCc1cn(C2CC(O)C(CO)O2)c(=O)[nH]c1=O (stereo not drawn),0%,3%,1%,3,-5%,1%,-0.1,7%
C[C@H]1CN([C@@H](C)CO)C(=O)c2cc(-c3cccc(C(=O)N(C)C)c3)cnc2O[C@H]1CN(C)C(=O)Cc1ccccn1,-18%,-7%,5%,2,-18%,16%,-2.4,-23%
Clc1ccc(-c2noc(CSc3nnc(-c4ccncc4)n3-c3ccccc3)n2)cc1,4%,15%,-13%,/,?,24%,-0.9,-11%
O=C(CSc1nc2cc(Cl)ccc2o1)NCCc1ccccc1,-1%,-5%,-2%,/,-2%,11%,-3.3,-3%
COc1ccccc1CCC(=O)NNC(=O)c1ccccc1,1%,-6%,-10%,7,2%,-1%,-0.9,15%
COc1ccc(-n2nc(C(=O)NCC(=O)N3CCC(C(N)=O)CC3)c3ccccc3c2=O)cc1,-6%,-3%,-1%,7,9%,2%,1.2,-23%
Cc1nn2c(CN(C(=O)COc3ccccc3)c3ccccc3)nnc2c2ccccc12,-21%,13%,-1%,-8,/,-6%,-1.9,-3%
CC(C)(C)Cc1c(-c2ccccc2)nc2ccc(Br)cn12,-3%,11%,-5%,8,-23%,-9%,-2.6,-7%
Cc1c(/C(O)=C2/C(=O)C(=O)N(CCN3CCOCC3)C2c2cccnc2)cnn1-c1ccccc1 (stereo not drawn),-4%,16%,-5%,10,0%,4%,-0.1,7%
CCC(=O)N1CCc2cc(S(=O)(=O)NC(Cc3ccccc3)C(=O)O)ccc21 (stereo not drawn),-7%,-7%&-16%,7%,-5,38%&-10%,-1%,-1.3,8%
COCCNc1cnn(-c2ccccc2)c(=O)c1Cl,6%,7%,9%,7,-21%,2%,0.6,-12%
Cc1ccc(NC2=NC(=S)N(CC#N)C23CCCCC3)cc1,-3%,12%,2%,0,24%,9%,-1.1,2%
O=C(NCc1nnc(SCC(=O)N2CCOCC2)o1)c1c(F)cccc1F,-3%,4%,-11%,-4,/,4%,-1.8,-7%
COc1ccc(C(NC(=O)C2CCN(CCOc3ccc(F)cc3)CC2)c2cccs2)cc1 (stereo not drawn),-10%,0%,-3%,-1,7%,9%,-0.1,7%
O=C(NCc1ccccn1)c1ccccc1OCc1ccc(F)cc1,-9%,-3%,-17%,3,8%,5%,3.7,-8%
CCCCC[C@H](C)N1C[C@H](COCc2ccccc2)Oc2cc(N3CC[C@@H](O)C3)ccc2S1(=O)=O,3%,-1%,-8%,23,44%,-16%,-0.8,-16%
O=C(CCC(=O)N1CCSc2ccccc21)NCc1cccc(Br)c1,-6%,16%,1%,-6,21%,1%,-2.9,-6%

# Some values from the results shown.
# PI5P4K alpha inh result of O=C(Nc1ccccc1Br)c1c(F)cccc1Cl stands at -1
# EPAC1 agonist result of COc1cc2c(c(OC)c1)C(c1ccncc1)CC(=O)N2 (stereo not drawn) stands at 16%
# EPAC1 antagonist result of COc1ccc(OC)c(/C=N/NC(=O)Cc2nc3ccccc3[nH]2)c1 stands at -8%
# EPAC1 agonist result of COc1ccc(CC(=O)N2CCN=C2SC)cc1 stands at 13%

# Source: PubChem BioAssay (National Center for Advancing Translational Sciences (NCATS))
